Screening data from PubChem BioAssay.
GALK inh: qHTS Assay for Inhibitors of Human Galactokinase (GALK). 270,000 compounds, 0.007% hits. Potency, µM (highest dose often 57.5 µM), without a hit: at the top dose activity change, negative = inhibition, usual class: inhibitors. Purified GALK, Kinase-Glo residual ATP luminescence. P51570; note: potency is the fitted concentration of half-maximal effect; % is set by controls: 0 for no effect and ±100 for the full control effect
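Quantitative HTS: GALK 5 nM, ATP 35 uM, galactose 100 uM, 1 h room temperature, then luciferase-based ATP detection.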
Giardia killer: Small Molecules that selectively kill Giardia lamblia: qHTS | Giardia lamblia trophozoite viability | activity change, % at 7.66 µM, hits read low | AID 540267, 2011 | 340,000 compounds, 0.15% hits; in the data active = activity change below about -80%; inconclusive = between about -30% and that limit;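 note: parasites exposed to compound for two days anaerobically before the ATP read; % is set by controls: 0 for no effect and ±100 for the full control effect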
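Each well holds 100 Giardia trophozoites and compound. After two days (48 hrs) at 37 deg C in anaerobic conditions, ATP is quantified by luminescence.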
a7 integrin act: qHTS for Activators of Integrin-Mediated Alleviation for Muscular Dystrophy. alpha7betagal myoblasts, beta-gal FDG fluorescence, 48 h. Potency, µM (top dose mostly 38.3 µM), without a hit: at the highest dose activation, usual class: activators. 350,000 compounds, 0.064% hits. AID 624291, 2012;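 note: potency is the fitted concentration of half-maximal effect; 100% = response of the positive control SU9516; nearly all actives have a fitted effect of over 60% in size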
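Alpha7betagal+/- myoblasts (passage 13) were plated 16-24 hr, then exposed to compounds (1:260 dilution of DMSO stock) for 48 hours at 37C. After MPER lysis, β-galactosidase reporter activity was read as FDG fluorescence (ex 480/em 540) after 30 minutes.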
BCR signal inh: qHTS Assay to Find Inhibitors of Chronic Active B-Cell Receptor Signaling. ABC-DLBCL IkBa-CBG/CBR reporter, luminescence ratio, 4 h. Potency, µM (titrated, usually from 46.1 µM), for the others: at the highest dose ratio change, negative = lower green/red ratio, usual class: inhibitors. 340,000 compounds, 0.05% hits. AID 493014, 2011; active = well fitted inhibition curve with a large enough effect in the signal ratio, with a control signal flat, not every such curve was filed as active; inconclusive = small, poorly fitted or top-dose-only effect, or effect the other way, or a change in a side signal; the % refers to the signal ratio;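 note: potency is the fitted concentration of half-maximal effect; plate controls were basal doxycycline-induced cells for no effect and cells given 10 µM MG132 for full effect; MG132 reads +100%, hits lower the ratio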
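TMD8 human ABC-DLBCL cells with doxycycline-inducible IκBα–green luciferase fusion and unfused red luciferase, in 0.5% FBS medium; compounds up to 46 uM, 4 h at 37C. Green/red luminescence ratio, filter-overlap corrected, fitted to concentration-response curves.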
B2AR arrestin: qHTS assay of beta-arrestin-biased ligands of beta2-adrenergic receptor; Beta-2 adrenergic receptor (Homo sapiens), P07550; beta-arrestin recruitment to beta2AR, cell-based reporter; Potency, µM (doses to about 46.1 µM), inactives show at the highest dose activation, most hits filed as activators; 330,000 compounds, 0.02% hits; AID 492947, 2010;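 note: potency is the fitted concentration of half-maximal effect; 0% = DMSO controls and full agonism = EC100 isoproterenol or metaproterenol; nearly all actives have a fitted effect of over 65% in size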
ASM inhibitor: Inhibitors of Secretory Acid Sphingomyelinase (S-ASM): qHTS. Potency, µM (top dose mostly 57.5 µM), for inactives: at the top dose activity change, negative = inhibition, usual class: inhibitors. placental ASM, HMU-PC fluorogenic substrate, 60 min. 340,000 compounds, 0.006% hits. Sphingomyelin phosphodiesterase (Homo sapiens), P17405. AID 504937, 2011; note: potency is the fitted concentration of half-maximal effect
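HMU-PC0 cleavage (9 uM final) by human placental ASM, 60 min at 37 °C following 10 min compound exposure at RT; stopped at pH 10, fluorescence Ex 386/Em 447 nm.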
PKM2 activator: qHTS Assay for Activators of Human Muscle isoform 2 Pyruvate Kinase | Pyruvate kinase PKM (Homo sapiens), P14618 | purified PKM2, Kinase-Glo ATP luminescence, activation; response scale: 0% is enzyme alone, no compound | Potency, µM (doses to about 57.5 µM), for inactives: at the highest dose activation, usual class: activators | 260,000 compounds, 0.34% hits; note: potency is the fitted concentration of half-maximal effect; % is set by controls: 0 for no effect and ±100 for the full control effect; nearly all actives have a fitted effect of over 55% in size
Target sequence (P14618 whole entry, looked up, canonical isoform): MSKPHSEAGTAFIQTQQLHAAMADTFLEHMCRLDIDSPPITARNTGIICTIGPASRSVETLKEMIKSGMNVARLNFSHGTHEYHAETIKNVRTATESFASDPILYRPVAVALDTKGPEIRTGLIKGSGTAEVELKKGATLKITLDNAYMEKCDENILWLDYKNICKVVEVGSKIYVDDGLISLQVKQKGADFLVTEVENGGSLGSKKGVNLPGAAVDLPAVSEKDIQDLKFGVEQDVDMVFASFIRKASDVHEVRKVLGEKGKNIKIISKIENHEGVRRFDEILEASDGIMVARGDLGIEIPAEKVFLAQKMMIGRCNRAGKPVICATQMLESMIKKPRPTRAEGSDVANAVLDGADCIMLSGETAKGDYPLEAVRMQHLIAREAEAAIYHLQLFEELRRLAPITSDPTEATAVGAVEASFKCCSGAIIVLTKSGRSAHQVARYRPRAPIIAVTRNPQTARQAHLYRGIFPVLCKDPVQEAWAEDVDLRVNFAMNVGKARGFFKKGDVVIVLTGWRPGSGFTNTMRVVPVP
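ATP formation by purified human PK-M2, quantified via coupled luciferase luminescence after 1 h at room temperature with 0.1 mM ADP and 0.5 mM PEP final.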
PTAP TSG101 blk: qHTS Assay for Iinhibitors of HIV-1 Budding by Blocking the Interaction of PTAP/TSG101. Tumor susceptibility gene 101 protein (Homo sapiens), Q99816. Fluorescence polarization, FITC-PTAP peptide / Tsg101 binding. Potency, µM (doses to about 115 µM), for inactives: top-dose activity change, negative = inhibition, usual class: inhibitors. 340,000 tested, under 10 active. AID 493005, 2010; active = well fitted inhibition curve with a large enough effect in the main read-out, with a control signal flat, not every such curve was filed as active; inconclusive = small, poorly fitted or top-dose-only effect, or effect the other way, or a change in a side signal; inactive = no such curve, though single readings can be large or run the other way; note: potency is the fitted concentration of half-maximal effect; % of control where 0% means no effect
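Fluorescence anisotropy tracks displacement of a FITC-tagged PTAP peptide (50 nM) from the Tsg101 binding domain (10 uM), following a 20 min room-temperature incubation at pH 7.5.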
Coupling enz: qHTS Assay for Inhibitors of Fructose-1,6-bisphosphate Aldolase from Giardia Lamblia: Coupling assay counterscreen | coupling enzyme system counterscreen, AmpLite Red fluorescence | activity change, negative = inhibition, % at 58.2 µM, hits read low | 290,000 compounds, 0.67% hits | AID 2472, 2010; in the data active = activity change below about -30%; note: % is set by controls: 0 for no effect and ±100 for the full control effect
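Counterscreen lacking aldolase: glyceraldehyde-3-phosphate coupling-enzyme reagent preincubated 10 min at RT with compound (at 57.5 uM final), then substrate/coupling system with AmpLite Red added; fluorescence read at 525/598 nm after 20 min RT.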
Menin-MLL TR inh: qHTS Assay for Inhibitors Targeting the Menin-MLL Interaction in MLL Related Leukemias: Competition With Texas Red Labeled MLL-derived Mutant Peptide; Menin + Texas Red MLL mutant peptide, fluorescence polarization; Potency, µM (top dose mostly 61.6 µM), without a hit: at the highest dose FP activity change, negative = inhibition, actives largely listed as inhibitors; 270,000 compounds, 0.23% hits; active = well fitted inhibition curve with a large enough effect in the polarisation, with a control signal flat, not every such curve was filed as active; inconclusive = small, poorly fitted or top-dose-only effect, or effect the other way, or a change in a side signal; inactive = no such curve, though single readings can be large or run the other way; the % refers to the polarisation; note: potency is the fitted concentration of half-maximal effect; % of control where 0% means no effect; many of its hits are not listed in these tables
Tb PFK inh: qHTS Assay to Find Inhibitors of T. brucei phosphofructokinase; T. brucei PFK, ADP-Glo luminescence; Potency, µM (top dose mostly 57.5 µM), inactives show top-dose activity, negative = inhibition, usual class: inhibitors; 330,000 compounds, 0.17% hits; AID 485367, 2010;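 note: potency is the fitted concentration of half-maximal effect; 0% = uninhibited 1x PFK enzyme wells and -100% = no-enzyme wells; nearly all actives have a fitted effect of over 60% in size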
Target sequence (O15648 whole entry, looked up): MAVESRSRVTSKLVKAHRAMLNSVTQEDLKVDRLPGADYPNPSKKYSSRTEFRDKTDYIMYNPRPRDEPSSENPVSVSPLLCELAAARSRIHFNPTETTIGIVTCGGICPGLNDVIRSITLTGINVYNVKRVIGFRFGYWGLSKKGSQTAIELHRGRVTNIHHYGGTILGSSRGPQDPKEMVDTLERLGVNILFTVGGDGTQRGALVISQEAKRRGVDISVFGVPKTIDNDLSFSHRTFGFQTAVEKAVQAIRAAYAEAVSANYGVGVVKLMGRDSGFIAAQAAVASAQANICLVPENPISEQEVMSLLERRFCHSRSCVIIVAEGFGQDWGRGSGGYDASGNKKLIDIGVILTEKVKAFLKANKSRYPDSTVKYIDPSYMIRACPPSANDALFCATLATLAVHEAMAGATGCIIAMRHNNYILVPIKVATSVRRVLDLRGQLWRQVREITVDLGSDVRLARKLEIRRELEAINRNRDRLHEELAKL
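ADP-Glo luminescence quantified ADP after 45 min at room temperature, with 1.25 nM T. brucei PFK, 0.1 mM ATP and 0.5 mM fructose-6-phosphate in pH 8.0 TEA buffer. qHTS titrations up to 57 µM; curves classified by quality.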
The depositor's hits bear a star; u = inconclusive; x = not tested or not shown; [ ] = another dose, or the depositor's remark. Unless noted, calls come from the whole dose curve; as a rule, active = well fitted curve in the direction sought with a large enough effect; inconclusive = small, poorly fitted or top-dose-only effect, or another doubt; inactive = no such curve, though single readings can be large; an effect the other way counts as inactive or inconclusive.

Values in the order – GALK inh	Giardia killer	a7 integrin act	BCR signal inh	B2AR arrestin	ASM inhibitor	PKM2 activator	PTAP TSG101 blk	Coupling enz	Menin-MLL TR inh	Tb PFK inh
- O=C(Nc1nccs1)C1CC(=O)N(c2ccccc2)C1 (stereo unspecified)
→ 12%	27	2%	-3%	-0.5%	4%	x	-2%	2	-5%	0%
- Cc1sc(NC(=O)c2cccnc2)nc1-c1ccccc1
→ 6%	11	12%	u	-0.3%	8%	-2%	1%	1	0%	-5%
- CC(Sc1nc(N)c(NC(=O)c2ccc(Br)o2)c(=O)[nH]1)C(=O)O (stereo unspecified)
→ -3%	9	24%	5%	0.4%	2%	x	-2%	x	x	3%
- COc1ccc(-c2csc3[nH]c(=S)n(-c4ccccc4)c(=O)c23)cc1OC
→ 0%	-22	40%	-1%	-1.8%	-4%	0%	-3%	2	-7%	2%
- CCc1nccn1CCC(=O)N1CCCC(N2CCN(c3ccccc3F)CC2)C1 (stereo unspecified)
→ 2%	1	-3%	0%	0.0%	-5%	2%	-9%	1	-1%	1%
- Cn1c(=O)c2c(nc(Br)n2CCSc2nc3ccccc3o2)n(C)c1=O
→ 2%	6	-8%	u	-0.4%	0%	3%	-9%	-1	4%	-3%
- COc1ccc(S(=O)(=O)N2CCC(C(=O)Nc3nccs3)CC2)cc1
→ 5%	-10	1%	u	-0.2%	2%	5%	-4%	x	x	1%
- CCOC(=O)CSc1nnc(CNC(=O)c2cccc(C)c2)n1C
→ 0%	-23	20%	u	0.1%	-1%	-8%	5%	0	-8%	-5%
- CCOc1cc2nc(-c3ccc(OC)c(OC)c3)nc(N3CC(C)OC(C)C3)c2cc1OC (stereo unspecified)
→ -2%	x	x	1%	-1.0%	x	-3%	x	1	-18%	1%
- COc1cc(NS(=O)(=O)c2ccc(NC(=O)CSC3=NCCS3)cc2)nc(OC)n1
→ -1%	x	x	u	0.0%	x	-8%	x	8	6%	-4%
- COc1c(C)cc(C(=O)C2CCCN(C(=O)Cn3ccc(C)n3)C2)cc1C (stereo unspecified)
→ 0%	-2	-3%	-23%	-0.7%	2%	2%	0%	0	-3%	3%
- C/C(CC(=O)NCc1ccco1)=N\NC(=O)C(c1ccccc1)c1ccccc1
→ -1%	-2	6%	-1%	-1.0%	-1%	-5%	-8%	0	x	1%
- CC1(C)CC(=O)C=C(NCc2ccc(C(=O)O)cc2)C1
→ -1%	45[activator]	4%	1%	-0.2%	-1%	0%	1%	2	x	0%
- Cc1nc2ccccc2n1S(=O)(=O)N(C)C
→ 0%	11	3%	2%	0.3%	-3%	4%	-3%	3	21%	1%
- COC(=O)CNC(c1ccccc1)c1cc(Br)ccc1NS(=O)(=O)c1ccccc1 (stereo unspecified)
→ 2%	7	0%	14%	-0.1%	1%	-3%	-3%	4	-14%	-3%
- CCOC(=O)c1c(NC(=O)CS(=O)(=O)c2cn(CC)c3ccccc23)sc2c1CCCCC2
→ x	u	-38%	u	-1.1%	0%	2%	-2%	0	-1%	0%
- Cc1ccccc1CN(C)C(=O)CNC(=O)c1ccc2ccccc2c1
→ 3%	15	9%	-1%	0.4%	-4%	x	0%	2	-12%	9%
- CCn1c(C(C)NC(=O)c2ccc(C)cc2)n[nH]c1=S (stereo unspecified)
→ x	-17	-17%	-1%	-0.4%	7%	-11%	-4%	3	1%	1%
- CCOC(=O)C1CCN(C(=O)CCS(=O)(=O)c2ccc3c(c2)CC(C)N3C(=O)CC)CC1 (stereo unspecified)
→ 9%	2	u	4%	0.1%	1%	-1%	0%	1	-6%	-1%
- CC(C)NC(=O)C(=O)Nc1cc2c3c(c1)C(C)C(=O)N3CCC2 (stereo unspecified)
→ -3%	13	-7%	-6%	0.2%	4%	x	-3%	1	5%	1%
- Cn1/c(=N/NC(=O)c2ccccc2Br)sc2ccccc21
→ -2%	-11	32%	u	0.1%	1%	1%	-1%	0	-3%	5%
- Cc1cnc(CN(C)C(=O)C2CCC(=O)N(CCc3cccc(F)c3)C2)[nH]1 (stereo unspecified)
→ -4%	9	10%	2%	-0.9%	4%	x	-1%	x	x	3%
- CC1CCCC(NC(=O)c2cccc(S(=O)(=O)N3CCN(c4ccccc4)CC3)c2)C1C (stereo unspecified)
→ x	-9	-5%	16%	-0.2%	x	x	0%	x	x	-4%
- CCOC(=O)c1cnn(-c2ccccc2)c1-n1cccc1C(=O)C(=O)Nc1ccc(OC)cc1
→ -3%	18	5%	0%	0.4%	-10%	-3%	-7%	-2	20%	-3%
- CCOC(=O)C1=C(C)NC(=O)NC1c1ccc([N+](=O)[O-])o1 (stereo unspecified)
→ 9%	u	-7%	3%	-0.2%	5%	-6%	2%	3	x	-3%
- CC(=O)c1ccc(NC(=O)CCSCCC(=O)Nc2ccc(C(C)=O)cc2)cc1
→ -4%	12	1%	0%	-0.5%	-2%	7%	-8%	1	19%	1%
- O=C(COC(=O)c1ccc(F)cc1F)NCc1ccc2c(c1)OCO2
→ x	-17	13%	3%	0.0%	0%	x	-1%	x	x	0%
- Cc1cc2nc(/C=C/c3nc4cc(C)c(C)cc4[nH]3)[nH]c2cc1C
→ -2%	3	-1%	8%	-0.9%	x	-5%	7%	1	70%[activator]	2%
- O=C(Nc1cc(S(=O)(=O)Nc2ccc(Cl)cc2)ccc1N1CCCCC1)c1ccc(F)cc1
→ 0%	-2	-50%[inhibitor]	15%	0.1%	-10%	-2%	-1%	-3	u	-6%
- CCCCCC(=O)Nc1ccc(S(=O)(=O)NC2=NCCCCC2)cc1
→ x	-7	-3%	-8%	0.0%	3%	x	0%	x	x	4%
- CN(Cc1ccno1)Cc1cn(C)nc1-c1ccc(Oc2ccccc2)cc1
→ 4%	4	20%	2%	-0.3%	2%	0%	0%	0	4%	-2%
- CC(C)N1C(=O)C2ON(c3ccccc3)C(c3cccs3)C2C1=O (stereo unspecified)
→ 0%	0	6%	u	-0.6%	-1%	7%	-3%	0	40%[activator]	1%
- Cc1cc(Br)ccc1NC(=O)CN(C)C(=O)c1ccc(-n2cncn2)c([N+](=O)[O-])c1
→ x	22	26%	-1%	-0.3%	-2%	x	-7%	x	x	-1%
- COc1ccc(-c2oc3ccccc3c2C(=O)OCc2ccc([N+](=O)[O-])cc2)cc1
→ x	-12	-7%	-17%	-0.9%	-3%	1%	1%	-5	14%	-5%
- Cc1cccc(CCNC(=O)CC2C(=O)NCCN2CC2CCCCC2)n1 (stereo unspecified)
→ 8%	4	-17%	0%	-0.4%	16%	-18%	-6%	-8	u	0%
- CCCCCn1nc(C(=O)N(CCOC)c2c(N)n(CCCC)c(=O)[nH]c2=O)c2ccccc2c1=O
→ x	7	5%	6%	-0.1%	10%	x	-4%	x	x	-4%
- CS(=O)(=O)N1CCN(c2ccc(NC(=O)Cc3ccccc3)cc2)CC1
→ 0%	6	17%	-21%	0.3%	-3%	-2%	-10%	1	-1%	4%
- Cc1ccc(C(NC(=O)c2ccccc2)C(Cl)(Cl)Cl)cc1 (stereo unspecified)
→ 0%	12	-20%	u	-0.6%	-1%	1%	1%	1	16%	9%
- CCN1C(=O)/C(=C/c2ccc(C)s2)SC1=Nc1ccc(OC)cc1
→ -5%	-2	-51%[inhibitor]	-2%	-0.8%	-28%	1%	-2%	0	0%	-2%
- COc1ccc(CNC(=O)COc2ccccc2C(=O)c2cnn(-c3ccccc3)c2)cc1OC
→ x	-5	-18%	u	0.0%	-6%	x	-10%	x	x	0%

A portion of the library; count on the stated rates, not on these rows.
